Bioassay records from PubChem.
ERp5 inh: ERp5 (human) disulfide isomerase inhibition; inhibition, % at 9.99 µM; AID 651711; Q15084; ERp5 insulin aggregation, absorbance 650 nm, 90 min; actives 0.05% (n = 350,000);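 active means mean replicate inhibition above about 25%, with every replicate also reaching it, limit read from the data, passing the limit was not always enough; inconclusive means only one of those two criteria met; inactive means neither criterion met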
RAD52 inh: inhibitors of human RAD52 DNA annealing. P43351. recombinant RAD52 DNA annealing, FRET fluorescence. inhibition, % at 18.7 µM. actives 0.46% (n = 360,000);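 active means every replicate showing at least 50% inhibition; inconclusive means mean inhibition at least 50% but not in every replicate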
Target sequence (P43351 whole entry, looked up): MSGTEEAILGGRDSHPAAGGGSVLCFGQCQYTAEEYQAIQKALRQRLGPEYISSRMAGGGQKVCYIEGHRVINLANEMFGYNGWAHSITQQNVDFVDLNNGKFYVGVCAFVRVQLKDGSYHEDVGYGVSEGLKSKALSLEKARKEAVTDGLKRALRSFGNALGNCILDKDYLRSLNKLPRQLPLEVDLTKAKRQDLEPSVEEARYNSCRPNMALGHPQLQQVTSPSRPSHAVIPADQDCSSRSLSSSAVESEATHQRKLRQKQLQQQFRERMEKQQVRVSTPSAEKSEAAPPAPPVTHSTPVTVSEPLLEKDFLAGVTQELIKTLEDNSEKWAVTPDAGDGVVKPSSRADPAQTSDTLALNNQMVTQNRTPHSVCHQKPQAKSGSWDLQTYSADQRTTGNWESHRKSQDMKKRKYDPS
Casp6 inh: caspase-6 (human) enzyme inhibition | purified caspase-6, Z-VEID-R110 cleavage fluorescence | P55212 | AID 686996 | actives 0.53% (n = 350,000) | inhibition, % at 12.5 µM;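 active means mean inhibition across replicates at least about 35%, with every replicate also reaching that limit, limit read from the data; inconclusive means only one of the two criteria met; inactive means neither criterion met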;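 further: 0% = median of neutral control wells and 100% = no fluorescence left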
Target sequence (P55212 24-179 limits assumed): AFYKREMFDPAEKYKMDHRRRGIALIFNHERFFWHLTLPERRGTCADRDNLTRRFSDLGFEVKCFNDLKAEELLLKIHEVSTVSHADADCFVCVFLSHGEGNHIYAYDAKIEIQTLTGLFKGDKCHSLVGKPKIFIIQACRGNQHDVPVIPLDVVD
Target sequence (P55212 194-293 limits assumed): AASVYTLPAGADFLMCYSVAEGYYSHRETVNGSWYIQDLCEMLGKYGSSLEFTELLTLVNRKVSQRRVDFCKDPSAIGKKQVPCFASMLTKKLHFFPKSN
E-selectin induc: induces E-selectin expression in human endothelial cells. HUVEC E-selectin immunofluorescence imaging; normalized: neutral wells 0, TNF-alpha wells 100. actives 0.37% (n = 260,000). P16581. AID 686992. activation, % at 7.58 µM;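 active means mean E-selectin-positive cell signal at least 10% of the positive control, reached in at least 60% of replicates, without over 20% cell loss; inconclusive means no rule given, readout overlaps actives, possibly toxicity-flagged; inactive means the rest, including those meeting only one limit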;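 further: in these data hits start at about 27%; measured in HUVEC primary endothelial cells; signal is the percent of cells scored E-selectin positive by PE staining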
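Material: HUVEC primary endothelial cells; Amount: 3,000 cells per well; Dosing: single concentration; Medium: EGM-2 growth medium on 0.1% gelatin-coated wells; Read-out basis: percent E-selectin-positive cells; Signal: immunofluorescence imaging; Control set: TNF-alpha, DMSO.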
PglD inh: blocks C. jejuni PglD acetyltransferase activity; actives 0.098% (n = 360,000); AID 602405; purified PglD enzyme, DTNB colorimetric CoA detection; inhibition, % at 12.5 µM; in the data active means inhibition above about 16%, passing the limit was not always enough; inconclusive means no clear call, values can overlap the other calls; further: strong numbers were not always called active
esBAF inh: SWI/SNF esBAF complex inhibition; mouse ES cells, Bmi1-luciferase knock-in reporter, 24 h; 100% = twice the neutral-well signal; reporter increase, % at 12.5 µM; actives 2% (n = 350,000); AID 602393; in the data active means activation above about 40%; inconclusive means no clear call, values can overlap the other calls;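 further: 0% = median of the plate's neutral control wells and 100% = double that signal; a rise in the Bmi1 reporter signal indicates esBAF inhibition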
ARNT-TACC3 inh: disrupts binding between human ARNT and TACC3; Q9Y6A5; AlphaScreen His-ARNT PAS-B/GST-TACC3 binding, luminescence; TACC3 fragment carries E629A point mutation; inhibition, % at 9.99 µM; actives 0.66% (n = 390,000);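 active means mean inhibition of replicates at least 50% and at least half of replicates each reaching 50%; inconclusive means half or more replicates reach 50% but mean below 50%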;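 further: 0% = complete ARNT plus TACC3 wells and 100% = ARNT alone without TACC3; many hits fall short of the cut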
RAD54 inh: RAD54 (human) branch migration inhibition | Q92698 | RAD54 Holliday junction branch migration, FAM/BHQ fluorescence | inhibition, % at 10.4 µM | actives 0.14% (n = 360,000) | AID 602329;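 active means mean normalized replicate activity at least 40 and at least half of replicates scoring 40 or more; inconclusive means only one of the two criteria met; inactive means mean below 40 and under half of replicates reaching 40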;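 further: 0% = median of neutral control wells and 100% = median of positive control wells; inhibitors cause a drop in the FAM fluorescence signal; in these data hits start at about 50%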
Numbers without * were called inactive; ? = inconclusive; / = no result given.

Each structure is followed by: ERp5 inh | RAD52 inh | Casp6 inh | E-selectin induc | PglD inh | esBAF inh | ARNT-TACC3 inh | RAD54 inh
- CCOC(=O)CC(=O)CSc1n[nH]c(=O)[nH]c1=O
 : 6 | -5 | -1 | -0.4 | / | -3 | 7 | /
- Cc1nc(OCc2c(C)noc2C)c2ccccc2n1
 : 7 | -15 | -2 | -0.4 | / | / | -1 | /
- CC(=O)c1cccc(NC(=O)Nc2ccccc2)c1
 : 3 | 3 | -3 | / | -3 | 22 | 0 | -2
- CN(C)CCNC(=S)NC1CCCCC1
 : 12 | 4 | -15 | 0.1 | / | / | -3 | /
- CC(=O)N[C@@H]1CC[C@H](CCNC(=O)C2CCCC2)O[C@@H]1CO
 : 6 | 1 | 2 | -0.1 | -1 | -1 | -4 | -6
- CC(C)(C)c1cc(C(=O)Nc2ccc(F)cc2)n(Cc2ccc(F)cc2)n1
 : -2 | -9 | -1 | 0.1 | -2 | / | -4 | 1
- O=C(c1ccc(Cl)cc1)C1CCN(C(=S)Nc2ccccc2)CC1
 : 0 | 0 | 2 | / | -1 | -2 | -2 | 9
- Cc1cc(=O)oc2cc(OC(=O)c3ccco3)ccc12
 : -2 | -10 | -4 | -0.7 | / | / | -4 | /
- COc1cccc(C#Cc2ccc3c(c2)O[C@@H](CN(C)C(=O)CN2CCOCC2)[C@H](C)CN([C@H](C)CO)S3(=O)=O)c1
 : 1 | -24 | 4 | 0.3 | -7 | 15 | -6 | -2
- Nc1ncncc1-c1ccc(Cl)cc1
 : 3 | -11 | 2 | 0.1 | 2 | 3 | -7 | 6
- CCCNC(=O)N1[C@H](CO)[C@H](c2ccccc2)[C@H]1CNC(=O)C1CCCC1
 : -6 | -11 | 7 | 0.0 | / | / | / | /
- CC(C)(C)c1ccc(/C=C/C(=O)O)s1
 : -1 | -7 | -1 | / | -1 | 1 | / | 6
- Cc1cc(C)cc(C(=O)NC2C(=O)N3C(C(=O)O)=C(CSc4nnc(C)s4)CSC23)c1 (stereo unspecified)
 : ? | -26 | 10 | / | / | / | -11 | /
- CCCCCCCCCCCC1N=C(N)NC(CCCO)=C1C(=O)OC (stereo unspecified)
 : 3 | 88* | 11 | -0.1 | / | / | 2 | /
- COc1ccc(Cl)cc1NC(=O)c1cccc([N+](=O)[O-])c1O
 : -2 | 10 | 4 | -3.3 | / | -2 | -3 | /
- CCC(=O)Nc1ncc2c(n1)CC(c1ccco1)CC2=O (stereo unspecified)
 : / | / | / | / | 0 | 2 | 0 | -1
- Cc1noc(C)c1NC(=O)N(C)C[C@H]1Oc2c(NC(=O)Nc3ccc(F)cc3)cccc2C(=O)N([C@@H](C)CO)C[C@@H]1C
 : 1 | -13 | -2 | 9.6 | 2 | -1 | -9 | 5
- CCCc1nc(SCC(=O)N2CCN(c3ccccc3)CC2)c2c(=O)n(C)c(=O)n(C)c2n1
 : 4 | -9 | 4 | -0.5 | -1 | 3 | -3 | 11
- COC(=O)C[C@@H]1C=C[C@H](NC(=O)Nc2cc(F)ccc2F)[C@@H](CO)O1
 : -4 | 12 | -1 | -6.2 | / | / | / | /
- C[C@@H]1CN([C@H](C)CO)C(=O)c2cc(NC(=O)Nc3ccc4c(c3)OCO4)ccc2O[C@@H](C)CCCCO[C@H]1CN(C)C(=O)Cc1ccccc1
 : -2 | 14 | -1 | 1.8 | 5 | 1 | 32 | -4
- CN1C(=O)C(CC(=O)NCCc2ccccc2)N(NC(=O)c2ccc(Cl)cc2)C1=S (stereo unspecified)
 : 1 | -1 | 5 | / | -1 | -1 | 2 | 4
- CCOC(=O)Nc1cccc2ccccc12
 : 1 | -7 | -6 | / | 1 | 6 | -6 | -2
- C[C@H](CO)N1C[C@H](C)[C@@H](CN(C)Cc2ccncc2)Oc2cc(C#CC(C)(C)O)ccc2S1(=O)=O
 : 0 | -8 | 3 | -0.3 | 1 | 8 | -9 | -1
- CCOC(=O)C1(CCc2ccccc2)CCN(C(=O)c2cnc(C)cn2)CC1
 : -1 | -9 | 1 | 3.6 | 3 | 12 | 1 | -1
- COc1ccc(-c2cnc3c(c2)C(=O)N([C@H](C)CO)C[C@H](C)[C@H](CN(C)C(=O)Nc2ccc4c(c2)OCO4)O3)cc1
 : 1 | -8 | -1 | -0.2 | -2 | -5 | -10 | -5
- C[C@H](CO)N1C[C@H](C)[C@H](CN(C)Cc2ccc(Cl)c(Cl)c2)Oc2ccc(NC(=O)Cn3cnnn3)cc2CC1=O
 : -2 | 17 | 0 | 0.0 | -6 | -5 | -4 | 5
- COc1ccc(C(CCN2CCOCC2)c2c(OC)cc(OC)c3c(C)cc(=O)oc23)cc1 (stereo unspecified)
 : 3 | -14 | -1 | -0.1 | 2 | -1 | 4 | -14
- COc1cc(C(C(=O)NCc2ccccc2)N(C(=O)c2snc(C(N)=O)c2N)C2CCCC2)cc(OC)c1OC (stereo unspecified)
 : 0 | -9 | -2 | 0.1 | 7 | -4 | -26 | -7
- COc1ccc(N2C(=O)C(CC(N)=O)N(NC(=O)c3cccc(OC)c3)C2=S)cc1 (stereo unspecified)
 : 3 | -18 | 5 | 8.4 | / | / | -1 | /
- C[C@@H]1CN([C@@H](C)CO)C(=O)c2cc(NC(=O)CCC(F)(F)F)ccc2O[C@H]1CN(C)Cc1ccc(Oc2ccccc2)cc1
 : 9 | 5 | 0 | 0.2 | 0 | 1 | 14 | 8

The list continues:
Each structure is followed by: ERp5 inh | RAD52 inh | Casp6 inh | E-selectin induc | PglD inh | esBAF inh | ARNT-TACC3 inh | RAD54 inh
- C=C1c2cccc(C(F)(F)F)c2O[C@H](C(=O)OCC)[C@H]1OC
 : 0 | -14 | -2 | 0.7 | 3 | -5 | -2 | -6
- CCC1=NN(C(=O)CCc2ccc3c(c2)OCO3)C(O)(C(F)(F)F)C1 (stereo unspecified)
 : 3 | -3 | 4 | -2.7 | / | -6 | -8 | /
- O=C1CN(C(=O)COc2ccc([N+](=O)[O-])cc2Cl)c2ccccc2N1
 : 6 | -15 | 4 | -0.2 | 0 | 33 | -5 | -5
- O=C(Nc1ccccc1C(=O)N1CCOCC1)c1noc2c1CCCC2
 : / | / | / | / | 2 | -1 | -2 | -6
- CC(C)CNC(=O)CC(=O)N/N=C/c1ccc(Br)cc1
 : / | / | / | / | -2 | 17 | -25 | 7
- O=C1CC(NNC(=O)c2ccc(Br)cc2)C(=O)N1 (stereo unspecified)
 : 5 | 0 | -1 | 16 | 6 | -7 | -10 | -11
- CCOc1ccccc1NC(=O)CCNS(=O)(=O)c1cccc2nonc12
 : -5 | -14 | 5 | / | 1 | -1 | -5 | 4
- Cc1ccc2c(c1)C(N1CCCC1=O)CC(c1ccco1)N2 (stereo unspecified)
 : / | / | / | / | 3 | -12 | 19 | 1
- C[C@@]12C(=O)N(CC3CCCO3)CC(=O)N1[C@H]1c3ccccc3OC[C@@H]1[C@@H]2c1ccccc1 (stereo partly specified)
 : 2 | 2 | -1 | 0.0 | 5 | -2 | -2 | 3
- S=C(NCCN1CCOCC1)Nc1ccc(Cl)c(Cl)c1
 : 3 | -4 | -5 | 0.0 | / | / | -9 | /
- CCOC(=O)c1cnn(CC2CCCCC2)c1N
 : / | / | / | / | 1 | 16 | 1 | -8
- O=S(=O)(Nc1ccc2c(c1)CCC2)c1cccs1
 : / | / | / | / | -5 | 11 | 10 | 8
- CC(=O)N(C)C[C@@H]1Oc2ncc(C#Cc3cccc(F)c3)cc2C(=O)N([C@@H](C)CO)C[C@H]1C
 : 7 | 4 | 0 | -0.3 | 3 | -2 | 7 | -8
- CN(CC(=O)Nc1cccc2c1CCCC2)S(=O)(=O)c1ccccc1
 : / | / | / | / | -2 | 3 | 23 | -3
- O=C(Cc1ccc([N+](=O)[O-])cc1)c1ccccc1
 : 2 | -12 | -1 | -4.3 | / | / | -5 | /
- Cc1cc(C)cc(NC(=O)Nc2cccnc2)c1
 : 1 | -8 | 3 | 0.1 | 2 | 3 | -3 | 13
- C[C@H]1CN([C@@H](C)CO)C(=O)c2cccc(NC(=O)Nc3ccc(F)cc3)c2O[C@@H]1CN(C)Cc1ccc(Oc2ccccc2)cc1
 : -4 | 7 | 0 | 2.6 | -2 | -2 | 17 | 5
- CC(=O)Nc1sc2c(c1C#N)CCC(C)C2 (stereo unspecified)
 : -7 | -18 | 0 | / | 6 | 18 | / | -1
- C[C@H]1CN([C@@H](C)CO)C(=O)c2cc(-c3ccccc3F)cnc2O[C@H]1CN(C)C(=O)c1cnccn1
 : 3 | 1 | 3 | 1.4 | -2 | 0 | 3 | 3
- CCCCn1c(SCC(=O)c2ccc3c(c2)OCCO3)nnc1-c1ccco1
 : / | / | / | / | 2 | -6 | -4 | 14
- COC(=O)c1sccc1NC(=O)c1cccc(F)c1
 : 2 | 6 | 1 | -1.9 | 0 | 5 | -10 | -4
- CCCCc1c(-c2ccccc2OC)ncn1Cc1ccc([N+](=O)[O-])cc1
 : 1 | 18 | 1 | 0.0 | / | / | / | /
- COC(=O)c1ccc(N2CCN(CC(=O)c3ccc(-c4ccccc4)cc3)CC2)c([N+](=O)[O-])c1
 : / | / | / | / | 0 | 48* | 12 | 2
- O=C(CSc1ccc(-c2ccccn2)nn1)NC1CCCCC1
 : -1 | -16 | -1 | / | / | / | 55* | /
- NNC(=O)C1CCCN1S(=O)(=O)c1ccc(Cl)cc1 (stereo unspecified)
 : 5 | -16 | -1 | 0.0 | / | 3 | -5 | /
- COn1c(-c2ccccc2)c(C=O)c2ccccc21
 : 1 | -12 | 3 | 0.1 | 5 | 5 | -5 | 4
- COc1ccc(NC(=O)N(CCCN2CCOCC2)Cc2cccnc2)c(OC)c1
 : 3 | -7 | -6 | / | 0 | -7 | -27 | 7
- COCCn1c(Cc2ccccc2)nnc1SCC(=O)Nc1oc(C)c2c(C)n[nH]c(=O)c12
 : 2 | 2 | 1 | 7.4 | -1 | -3 | 0 | -6
- CCOc1ccccc1NC(=O)c1cc(S(=O)(=O)NCc2ccco2)ccc1F
 : 4 | -10 | 0 | / | / | -4 | -13 | -13
- Cc1ccc(CNC(=O)c2ccc([N+](=O)[O-])o2)cc1
 : / | / | / | / | 3 | 7 | 3 | -7

Further structures:
Each structure is followed by: ERp5 inh | RAD52 inh | Casp6 inh | E-selectin induc | PglD inh | esBAF inh | ARNT-TACC3 inh | RAD54 inh
- CC(C)(C)OC(=O)C[C@H]1C/C=C\C[C@@H](CC(=O)NCCO)C(=O)N2CCC[C@H]2COC1=O
 : 0 | -5 | 3 | -0.3 | 2 | 2 | -9 | 11
- CCCNC(=O)C[C@H]1C[C@H]2c3cc(NC(=O)C4CCOCC4)ccc3O[C@H]2[C@@H](CO)O1
 : 2 | 1 | -1 | -0.3 | -1 | 2 | -4 | -2
- Cc1ccc(S(=O)(=O)CNC(=O)c2ccccc2)cc1
 : / | / | / | / | -2 | -2 | -3 | -3
- Cc1cc2cc3n(c2nn1)N=C(Cl)CC3
 : 4 | -26 | 2 | 1.0 | -2 | 2 | / | 4
- CCCC(=O)Nc1ccc2c(c1)C(=O)N(C)C[C@H](OC)[C@H](C)CN(Cc1ccc(-c3ccccn3)cc1)[C@H](C)CO2
 : 8 | -9 | -5 | 0.0 | 0 | -3 | 0 | 3
- COc1ccc(CC2(CO)CCN(Cc3ccc4nsnc4c3)CC2)cc1
 : 3 | -10 | 2 | / | / | / | 0 | /
- COc1ccc(NC(=O)CC2C(=O)N(Cc3ccccc3)C(=S)N2CCN2CCOCC2)cc1 (stereo unspecified)
 : 4 | -13 | 0 | 0.0 | 5 | -1 | 1 | 2
- C[C@H](CO)N1C[C@H](C)[C@H](CN(C)Cc2ccc(C(=O)Nc3ccccc3N)cc2)Oc2ccc(N(C)C)cc2C1=O
 : 2 | 10 | 4 | -0.6 | -4 | -34 | 12 | -1
